KDM5B inhibitor: KDM5B demethylase inhibition; Potency, µM (titrated, usually from 57.7 µM), for inactives: at the highest dose activity change, negative = inhibition, usual class: inhibitors; KDM5B demethylase, FDH-coupled NADH fluorescence (FDH is formaldehyde dehydrogenase); 220,000 tested, 2.6% active; active = well fitted inhibition curve with a large enough effect; inconclusive = small, poorly fitted or top-dose-only effect; inactive = no such curve, though single readings can be large or run the other way; note: 0% is about no effect; nearly all actives have a fitted effect of over 70% in size
Target sequence (Q9UGL1 whole entry, looked up): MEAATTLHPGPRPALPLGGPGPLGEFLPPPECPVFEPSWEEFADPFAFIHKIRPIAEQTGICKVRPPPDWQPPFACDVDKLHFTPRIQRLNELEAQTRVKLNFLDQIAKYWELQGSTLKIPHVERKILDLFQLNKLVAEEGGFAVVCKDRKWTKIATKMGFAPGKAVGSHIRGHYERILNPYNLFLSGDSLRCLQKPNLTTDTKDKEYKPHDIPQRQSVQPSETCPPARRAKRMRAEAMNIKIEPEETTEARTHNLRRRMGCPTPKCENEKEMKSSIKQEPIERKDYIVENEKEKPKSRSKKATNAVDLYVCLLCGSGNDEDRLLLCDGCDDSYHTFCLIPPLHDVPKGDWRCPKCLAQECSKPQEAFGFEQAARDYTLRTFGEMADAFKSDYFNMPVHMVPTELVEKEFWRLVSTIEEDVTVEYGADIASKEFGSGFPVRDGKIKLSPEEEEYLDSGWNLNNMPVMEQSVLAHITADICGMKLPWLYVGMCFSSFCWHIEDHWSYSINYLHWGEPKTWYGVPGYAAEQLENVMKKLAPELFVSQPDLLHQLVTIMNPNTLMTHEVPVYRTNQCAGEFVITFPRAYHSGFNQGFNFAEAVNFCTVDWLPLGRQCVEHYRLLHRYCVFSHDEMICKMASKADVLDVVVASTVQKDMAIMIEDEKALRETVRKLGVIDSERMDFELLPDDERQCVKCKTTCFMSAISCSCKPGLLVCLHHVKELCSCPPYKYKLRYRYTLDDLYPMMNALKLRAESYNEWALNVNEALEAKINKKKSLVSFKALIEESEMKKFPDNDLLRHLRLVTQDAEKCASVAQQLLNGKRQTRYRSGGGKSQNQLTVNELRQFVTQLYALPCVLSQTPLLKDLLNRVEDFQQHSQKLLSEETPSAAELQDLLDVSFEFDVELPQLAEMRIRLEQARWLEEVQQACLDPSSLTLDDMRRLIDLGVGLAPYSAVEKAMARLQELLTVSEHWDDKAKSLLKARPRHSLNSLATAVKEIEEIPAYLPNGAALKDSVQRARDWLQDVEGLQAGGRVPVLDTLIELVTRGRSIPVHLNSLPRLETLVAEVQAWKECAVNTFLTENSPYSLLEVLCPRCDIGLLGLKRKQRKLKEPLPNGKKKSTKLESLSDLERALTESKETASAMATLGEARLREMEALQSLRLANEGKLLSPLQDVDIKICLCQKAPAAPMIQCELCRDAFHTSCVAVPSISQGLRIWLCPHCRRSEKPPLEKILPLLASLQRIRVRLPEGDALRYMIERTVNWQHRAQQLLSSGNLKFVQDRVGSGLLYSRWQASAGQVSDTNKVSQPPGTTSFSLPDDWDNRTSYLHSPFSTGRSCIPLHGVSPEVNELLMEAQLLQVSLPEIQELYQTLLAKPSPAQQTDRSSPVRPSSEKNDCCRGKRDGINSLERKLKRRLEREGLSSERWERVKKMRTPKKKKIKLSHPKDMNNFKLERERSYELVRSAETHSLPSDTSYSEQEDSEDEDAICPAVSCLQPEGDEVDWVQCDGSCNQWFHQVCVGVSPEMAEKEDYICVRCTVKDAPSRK
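qHTS format, multiple compound concentrations. Buffer 50 mM HEPES pH 7.5/0.01% Tween-20; 200 nM KDM5BΔAP final; 10 min compound preincubation; substrate-mix levels 12.5 µM peptide, 25 µM α-KG, 0.25 mM NAD⁺; 30 min RT; ΔRFU.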
Starred values were filed as active, the others as inactive; ? = inconclusive; & = joins results of further samples; [ ] = dose if it differs, or a comment. Potency is the fitted concentration of half-maximal effect. These rows are one share of the data (hit frequency here may not be typical).

| SMILES | KDM5B inhibitor |
| --- | --- |
| CCc1ccc(CNC(=O)c2ccc3c(c2)N(C)C2CCCCN2C3=O)cc1 (stereo not drawn) | ? |
| CCCN(Cc1cccs1)C(=O)Nc1ccc(OCC)cc1 | 5% |
| CN(C)C(=O)N1CCC2(CC1)CN(C(=O)c1cccc3[nH]ccc13)Cc1ccccc1O2 | 50µM* |
| O=C(C1COc2ccccc2O1)N(Cc1cccnc1)c1nc2c(F)cc(F)cc2s1 (stereo not drawn) | 4%&-25% |
| COc1ccc(NC(=O)CN(C)S(=O)(=O)c2cnc[nH]2)cc1 | -7% |
| Cc1cc(N2CCN(S(=O)(=O)c3ccc(C(F)(F)F)cc3)CC2)nc(C(C)C)n1 | 6% |
| COc1ccc(-c2nc(CSC(C)C(=O)NC(C)(C)C)co2)cc1 (stereo not drawn) | -6% |
| Cc1ccc(C(=O)CSc2nc(-c3ccccc3)nc3c2CCCC3)c(C)c1 | -2% |
| O=C(Nc1nc(-c2ccc(Cl)s2)cs1)c1ccccc1F | ? |
| O=C(N[C@@H]1CCOC[C@H]1OCc1ccccn1)c1cccc(-n2cnnc2)c1 | 52%[activator] |
| O=C(CCC1CCN(c2cc(NC3CC3)ncn2)CC1)NCCN1CCCCC1 | -4% |
| CC(C)(C)OC(=O)N1CCC(c2c(C(=O)N3CCN(C(=O)c4ccco4)CC3)cnn2-c2ccc(F)cc2F)CC1 | ? |
| O=C(CSc1ncccn1)N/N=C/c1ccc2c(c1)OCO2 | 24% |
| COc1ccc(CC(NC(=O)c2nn(C)c(=O)c3ccccc23)c2ccc(OC)cc2)cc1 (stereo not drawn) | 10% |
| CC1(C(=O)Nc2ccc(C(N)=O)cc2)CCCc2cnc(Nc3ccccc3)nc21 (stereo not drawn) | -28%[86.2 µM] |
| O=C(O)c1ccc(CNCc2cccc(Cl)c2Cl)cc1 | 12% |
| Cc1ccc(CN2COc3ccc4c(C)cc(=O)oc4c3C2)cc1 | 492%[activator] |
| Cc1cccc(C)c1Nc1nc(N)c(C(=O)c2c(C)[nH]c3ccccc23)s1 | -19% |
| CCSc1nnc2c(n1)OC(c1sccc1C)N(C(C)=O)c1ccccc1-2 (stereo not drawn) | -20% |
| Cc1cc(C)n2nc(C(=O)Nc3nc(-c4cccc(Br)c4)cs3)nc2n1 | ? |

Of the compounds above, eleven have a carbonyl joined to an NH by a bond outside any ring:
| SMILES | KDM5B inhibitor |
| --- | --- |
| CCc1ccc(CNC(=O)c2ccc3c(c2)N(C)C2CCCCN2C3=O)cc1 (stereo not drawn) | ? |
| CCCN(Cc1cccs1)C(=O)Nc1ccc(OCC)cc1 | 5% |
| COc1ccc(NC(=O)CN(C)S(=O)(=O)c2cnc[nH]2)cc1 | -7% |
| COc1ccc(-c2nc(CSC(C)C(=O)NC(C)(C)C)co2)cc1 (stereo not drawn) | -6% |
| O=C(Nc1nc(-c2ccc(Cl)s2)cs1)c1ccccc1F | ? |
| O=C(N[C@@H]1CCOC[C@H]1OCc1ccccn1)c1cccc(-n2cnnc2)c1 | 52%[activator] |
| O=C(CCC1CCN(c2cc(NC3CC3)ncn2)CC1)NCCN1CCCCC1 | -4% |
| O=C(CSc1ncccn1)N/N=C/c1ccc2c(c1)OCO2 | 24% |
| COc1ccc(CC(NC(=O)c2nn(C)c(=O)c3ccccc23)c2ccc(OC)cc2)cc1 (stereo not drawn) | 10% |
| CC1(C(=O)Nc2ccc(C(N)=O)cc2)CCCc2cnc(Nc3ccccc3)nc21 (stereo not drawn) | -28%[86.2 µM] |
| Cc1cc(C)n2nc(C(=O)Nc3nc(-c4cccc(Br)c4)cs3)nc2n1 | ? |

The list goes on.
| SMILES | KDM5B inhibitor |
| --- | --- |
| COc1ccc(CNC(=O)CC[C@H]2CNC(=O)[C@@H]3[C@@H](CCN3Cc3ccc(F)cc3)N2C)cc1 | -21% |
| CCc1cccc2c(C(=O)CN3CCN(C(C)C(=O)NC4CC4)CC3)c[nH]c12 (stereo not drawn) | 7% |
| Cc1nn(-c2ccc(N3CCOCC3)nn2)c(C)c1CCC(=O)NCc1ccc(Cl)cc1 | -4% |
| O=C(c1cccc(-n2cnnc2)c1)N1CCCC(O)(CN2CCCC2)C1 (stereo not drawn) | ? |
| CC(=O)Nc1ccc(C(=O)N2CCC3(CC2)CC(N[S+](C)(=O)[O-])c2ccccc23)cc1 (stereo not drawn) | -4%[115 µM] |
| Fc1ccccc1C1=NC(c2ccc(C(F)(F)F)cc2)=Nc2ccccc2N1 | -15% |
| Cc1ccc(C(C)NC(=O)Nc2ccc(Cl)cc2F)c(C)c1 (stereo not drawn) | 12% |
| O=C1CCN(S(=O)(=O)c2ccccc2)CCCN(C(=O)Cc2c[nH]c3ccccc23)CCN1 | 4% |
| O=C(CSc1ccc(Cl)cc1)N[C@H]1CCOC[C@H]1C1CCOCC1 | 4% |
| COc1ccc(NS(=O)(=O)c2ccc(N3CCCCS3(=O)=O)cc2)cc1Cl | -3% |
| Cc1noc(C)c1COc1cccc(C(=O)N2CCC(C(N)=O)CC2)c1 | 15% |
| CCOC(=O)c1c(NC(=O)CSc2cn(CCNC(=O)c3ccc(OC)c(OC)c3)c3ccccc23)sc2c1CCC2 | -29% |
| O=C(NC[C@H]1O[C@@H](CO)[C@@H](O)[C@H]1N1CCCC1)c1ccc(F)c(Cl)c1 | 12%[86.2 µM] |
| O=C(Nc1cc(-c2ccccc2)[nH]n1)c1ccccc1F | -20% |
| Cc1c(Cl)cccc1NC(=O)Nc1ccc2c(c1)N(C(=O)c1ccccc1)CC2 | 8% |
| COc1ccc(-c2cc3ccc(OC(=O)N4CCOCC4)cc3oc2=O)cc1 | ? |
| COc1ccc(CN2CCN(Cc3ccccc3C(F)(F)F)CC2)c(OC)c1 | ? |
| CCOc1ccc(CNC(=O)c2nn(-c3ccc(OC)cc3)c(=O)c3c2c2ccccc2n3C)cc1 | 7% |
| Cc1nc(SCCO)c([N+](=O)[O-])[nH]1 | -34% |
| O=[S+]([O-])(c1cccc(C(F)(F)F)c1)N1CC(Oc2ccc(F)cc2F)C1 | 3%[115 µM] |
| CCOC(=O)c1cn(C2CN(S(=O)(=O)c3cccc(Br)c3)C2)nn1 | 20% |
| COc1cccc(-c2cc(C(=O)NCc3ccccn3)[nH]n2)c1 | -20% |
| CCC1CN(C(=O)C2CCN(S(=O)(=O)c3c(C)noc3/C=C/c3ccc(C)cc3)CC2)c2cc(C)ccc2O1 (stereo not drawn) | 5% |
| COc1ccccc1C1C=C(c2ccc(C(C)C)cc2)Nc2nnnn21 (stereo not drawn) | ? |
| O=C(C1CCN(c2ncnc3c2nc2n3CCCCC2)CC1)N1CCN(c2ccccc2F)CC1 | -19% |
| COc1ccc(-c2cc(C(=O)N3CCCC3)c3ccccc3n2)cc1OC | ? |
| Cc1cccc(NC(=O)NC2CCN(C(=O)N3CC4CC(C3)[C@H]3CCCC(=O)N3C4)CC2)c1 (stereo partly drawn) | -5% |
| CCn1c(C)cc(C(=O)CSc2nc3ccc(OC)cc3[nH]2)c1C | 4% |
| CCN(CCCNC(=O)CN1N=C(c2ccc(OC)cc2)CCC1=O)c1cccc(C)c1 | ? |
| COc1ccc(CN2CCN(Cc3ccncc3)CC2)c(OC)c1 | ? |
| CCc1cc(=O)oc2cc(OCC(=O)NC3CC(C)(C)NC(C)(C)C3)ccc12 | ? |
| COc1ccccc1N(C)S(=O)(=O)c1ccc(Cl)c(C(=O)NNC(=O)c2ccccc2O)c1 | ? |
| COc1cccc(CNC(=O)CN2C(=O)NC3(CCCCC3)C2=O)c1OC | 10% |
| Cc1ccc(-n2nc(C)c([C@H]3C=C[C@@H](OC(=O)Nc4ccc(C(C)C)cc4)C3)c2C)cc1Cl | -24% |
| Cc1cc(C)cc(N2C(=O)CSC23C(=O)N(Cc2c(F)cccc2Cl)c2ccccc23)c1 (stereo not drawn) | -24% |
| CCc1cccc(NC(=O)Nc2cn(CC(C)C)c(=O)c3ccccc23)c1 | ? |
| CC(C)(C)c1ccc(-c2csc(NC(=O)COCc3nc4ccccc4c(=O)[nH]3)n2)cc1 | -12% |
| N#CCOc1ccc(NC(=O)c2nn(Cc3ccccc3)c(=O)c3ccccc23)cc1 | -9% |
| C[C@@H](NC(=O)C[C@@H]1c2nc(NC(=O)c3ccco3)sc2C[C@@H]2[C@](C)(CO)[C@H](O)CC[C@]21C)c1ccccc1 | ? |
| Cc1nc2nc(NCc3cccc(Br)c3)[nH]n2c(=O)c1Cc1ccccc1 | ? |
| O=C(O)C[C@@H]1CCN(C(=O)Nc2ccccc2)C[C@@H]1CCN1CCN(c2ccc(F)cc2)CC1 | ? |
| CC(C)NC(=O)N1CCNc2cnc(Nc3cccc(F)c3)nc2C1 | 32µM* |
| COc1cccc2c(O)c(-c3ccccc3)c(=O)[nH]c12 | -2% |
| CCN(Cc1ccc2c(c1)OCCO2)S(=O)(=O)c1cnn(C)c1 | -5% |
| COCCNC(=O)Cn1nc(-c2ccccc2)c2ccccc2c1=O | 31%&16%&-7% |
| O=C(O)C1c2nc[nH]c2CCN1C(=O)CCN1CCCCC1 (stereo not drawn) | 6% |
| COc1cc(C2c3c(-c4cc(Cl)c(C)cc4O)n[nH]c3C(=O)N2CCO)ccc1O (stereo not drawn) | -5% |
| Cc1cccc(-c2noc(CN(C(C)C)S(=O)(=O)c3ccc(Br)cc3)n2)c1 | ? |
| COc1ccc(S(=O)(=O)Nc2nc3ccccc3nc2Nc2ccc(C)c(Cl)c2)cc1 | -1% |
| O=C(Cc1cccc(C(F)(F)F)c1)NCc1ccc(CN2CCCCC2)cc1 | 9% |

Remaining list, next part:
| SMILES | KDM5B inhibitor |
| --- | --- |
| CCn1c2ccccc2c2nnc(N3CCN(c4cccc(C)c4C)CC3)nc21 | -14% |
| Cc1cccc(/C=C2\CCc3ccccc3C2=O)c1 | 1% |
| Cc1ccc(NC2(c3nnnn3-c3ccc(C(C)C)cc3)CCCC2)cc1 | -27% |
| CCN(CC)C(=O)CC[C@@H]1CNC(=O)[C@@H]2C[C@H](NC(=O)Nc3cccc(Cl)c3)CN12 | -15% |
| Cc1cccc(C(=O)N2CC(c3noc(C4CCCN4CC4CC4)n3)C2)c1 (stereo not drawn) | 0% |
| Cc1cc(C(=O)N2CCOC[C@H](Oc3ccc(S(C)(=O)=O)cc3)C2)n(C)n1 | 28%[86.2 µM] |
| Cc1ccccc1Cn1nnc2c(=O)[nH]c(C3CCN(C(=O)c4ccccc4)CC3)nc21 | 13% |
| CC(CCc1ccco1)NC(=O)c1ccc(Cl)c(S(=O)(=O)NC2CC2)c1 (stereo not drawn) | 4% |
| COc1cccc(-c2ccnc3nc(C4CCC4)nn23)c1 | 28µM* |
| O=C(c1ccco1)N1CCC(F)(c2nc(-c3ccncc3)no2)CC1 | 15% |
| Cc1ccc(NC(=S)NCC(C)(C)N2CCOCC2)cc1C | 9% |
| O=C(Nc1ccc(F)cc1)N1CC[C@H]2CC(=O)N(c3ccccc3)CC[C@H]2C1 | 32%[activator][86.2 µM] |
| COCCSc1nc2c(c(=O)n(C)c(=O)n2C)n1Cc1ccccc1Cl | 14% |
| Cc1cc(C)n2nc(C)c(C(=O)N[C@@H]3COCC[C@@H]3OCC3CC3)c2n1 | 22µM* |
| O=C(COc1ccc2c(=O)c(-c3ccc(Cl)cc3)coc2c1)Nc1ccc2c(c1)OCCO2 | 7% |
| O=S(=O)(N1CC=C(c2c[nH]c3cc(F)ccc23)CC1)N1CCCCCC1 | ? |
| CN1C(=O)C2(CCN(C(=O)CC3CCCC3)CC2)c2ccccc21 | 16% |
| Cc1ncoc1C(=O)NCC1Cn2cccc2C(=O)N1CC(C)C (stereo not drawn) | -13% |
| O=C(COC(=O)c1cc2ccccc2oc1=O)Nc1ccc(F)cc1F | -2% |
| O=C(NCc1ccc(F)cc1)N1CC(c2nnc(-c3ccncc3)o2)C2(CCOCC2)C1 (stereo not drawn) | -15% |
| O=c1c2ccccc2nc(-c2ccccc2)n1CCOc1ccccc1 | -6% |
| O=C(CCc1cc2n(n1)CCNC2)N1CCN(C(=O)c2cccs2)CC1 | -28% |
| O=C1Nc2ccccc2OCC12CCN(Cc1cncs1)CC2 | -12%[86.2 µM] |
| O=C(NCc1ccccc1F)C(=O)NCC(c1ccco1)S(=O)(=O)c1cccs1 (stereo not drawn) | 9% |
| CCc1ccc(NCc2cc3ccc(OC)cc3n(CC(=O)Nc3ccc(C(C)C)cc3)c2=O)cc1 | ? |
| Cc1cc(S(=O)(=O)N2CCOCC2)ccc1OCC(=O)NCCN1CCOCC1 | 5% |
| O=S1(=O)CCCC(c2nc(-c3ccccc3)nn2Cc2ccccc2)C1 (stereo not drawn) | 4% |
| CCOc1ccc(NC(=O)Cn2c(=O)c3cccn3c3ccccc32)cc1 | 13% |
| COc1cccc(N2CC(C(=O)NCc3ccc(C(F)(F)F)cc3)NC2=O)c1 (stereo not drawn) | 7% |
| CC12CCC(C/C1=N\O)C2(C)C (stereo not drawn) | 23% |
| O=C(Nc1cccc(Br)c1)N1CCC2(CC1)SCC(=O)N2Cc1ccccc1 | -22% |
| CCc1ccc(NC(=O)c2ccc3c(c2)S(=O)(=O)N=C(C)N3CC(C)C)cc1 | 71%[activator] |
| CCc1ccccc1NC(=O)NCc1ccc2c(c1)CCN2C(=O)c1ccccc1 | -32% |
| O=C(Cc1c(Cl)cccc1Cl)Oc1ccc(OCc2ccccc2)cc1 | 20% |
| COc1cc(-c2noc(-c3ccc(Br)cc3)n2)cc(OC)c1OC | -3% |
| CCC(C)Nc1nc(-c2ccncc2)nc2ccccc12 (stereo not drawn) | -11% |
| Cc1ccc(C(C(=O)NCc2ccc(O)cc2)N(C)C)cc1 (stereo not drawn) | ? |
| O=C1CC(c2ccccc2)N(C(=O)C2CC2)CCCN(C(=O)NCc2ccc(F)cc2)CCN1 (stereo not drawn) | -11% |
| COc1ccccc1N1CCN(CC[C@@H]2CC[C@H](O)[C@@H](C(=O)NC3CCCCC3)O2)CC1 | -8% |
| COc1ccc(C2Cn3cnc(C(=O)N4CCC(C(=O)NCc5cccc(F)c5)CC4)c3CO2)cc1 (stereo not drawn) | 12% |
| COc1cccc(Cn2c(NCC(C)C)nc3c2c(=O)n(C)c(=O)n3C)c1 | 15% |
